# Furin inhibitor: human furin inhibitors, primary screen, biochemical, fluorescence intensity; hit rate 0.061% among 220,000; purified furin, fluorogenic substrate cleavage; inhibition, % at 30 µM; P09958; AID 463115, 2010; in the data active = inhibition above about 25%; note: inactives centre near -15
# p97 inhibitor: inhibitors of human p97 ATPase, primary screen, biochemical. Transitional endoplasmic reticulum ATPase (Homo sapiens), P55072. recombinant p97 ATPase, Kinase-Glo ATP luminescence, 3 h. inhibition, % at 8 µM. hit rate 0.42% among 220,000. AID 1481, 2009; in the data active = inhibition above about 15%;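 note: 0% = DMSO vehicle and 100% = wells lacking enzyme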
# Target sequence (P55072 whole entry, looked up): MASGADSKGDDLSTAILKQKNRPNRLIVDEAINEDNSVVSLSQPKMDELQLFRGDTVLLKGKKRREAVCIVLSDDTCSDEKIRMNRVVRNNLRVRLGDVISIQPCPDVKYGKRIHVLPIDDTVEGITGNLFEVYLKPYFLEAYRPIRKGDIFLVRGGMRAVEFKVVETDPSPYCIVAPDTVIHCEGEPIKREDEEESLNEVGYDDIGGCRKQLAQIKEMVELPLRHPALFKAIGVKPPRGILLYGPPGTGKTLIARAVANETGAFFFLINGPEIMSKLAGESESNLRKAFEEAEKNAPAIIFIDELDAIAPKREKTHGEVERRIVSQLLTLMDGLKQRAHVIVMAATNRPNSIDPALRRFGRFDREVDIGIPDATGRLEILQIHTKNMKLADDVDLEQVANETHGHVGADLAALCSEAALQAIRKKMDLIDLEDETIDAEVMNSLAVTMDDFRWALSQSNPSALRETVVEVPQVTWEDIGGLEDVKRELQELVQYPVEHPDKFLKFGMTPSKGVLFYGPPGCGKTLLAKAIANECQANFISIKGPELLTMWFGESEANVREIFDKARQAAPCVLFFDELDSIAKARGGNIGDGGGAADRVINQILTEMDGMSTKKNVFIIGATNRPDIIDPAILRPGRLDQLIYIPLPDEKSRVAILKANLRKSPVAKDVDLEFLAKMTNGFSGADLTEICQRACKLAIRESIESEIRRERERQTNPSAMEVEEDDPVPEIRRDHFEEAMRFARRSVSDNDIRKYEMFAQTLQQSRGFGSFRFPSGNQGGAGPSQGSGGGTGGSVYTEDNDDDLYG
# PERK inhibitor: block of dimerizer-induced PERK translation repression, primary screen, PERK inhibitor project, CHO PERK-DD cells, SEAP luminescence, HTS; Eukaryotic translation initiation factor 2-alpha kinase 3 (Homo sapiens), Q9NZJ5; CHO PERK-DD fusion, SEAP luminescence translation reporter; inhibition, % at 5.6 µM; hit rate 0.17% among 220,000; AID 1416, 2008;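 active = inhibition above the mean inhibition of all tested compounds plus 3 SD, set separately per screening campaign, cut at about 2.9% in these data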;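 note: PERK kinase domain activated by AP20187 dimerizer at 100 nM; 0% = DMSO with dimerizer and 100% = rapamycin at 8.4 µM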
# FXIa inh 1536: human FXIa protease inhibitors, primary screen, biochemical, 1536-well; Coagulation factor XI (Homo sapiens), P03951; AID 798, 2007; inhibition, % at 5 µM; purified FXIa, Boc-Glu-Ala-Arg-AMC fluorogenic substrate; hit rate 0.14% among 220,000;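 active = inhibition of at least 40%; inactive = inhibition below 40%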;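 note: fluorescence of freed AMC excited at 355 nm; 0% = enzyme without compound and 100% = no enzyme blank; many of its hits are not listed in these tables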
# thrombin 1536: human alpha-thrombin inhibitors, primary screen, counter-screen for coagulation protease inhibitor project, biochemical, 1536-well, fluorogenic AMC substrate | inhibition, % at 5 µM | Boc-VPR-AMC fluorogenic substrate cleavage | Prothrombin (Homo sapiens), P00734 | hit rate 0.26% among 220,000;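 active = inhibition at or above 40%; inactive = inhibition below 40%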;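 note: 0% = enzyme with no compound and 100% = wells without enzyme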
#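 Material: human alpha-thrombin enzyme / Medium: pH 7.5 Tris (50 mM) with NaCl 150 mM, Tween 20 0.05% / Compound: single-point dosing at 5 µM, 0.2% DMSO / Incubation: enzyme reaction carried out at room temperature / Detection: AMC fluorescence, 355/460 nm / Read-out basis: percent inhibition scaled between no-compound controls and no-enzyme blanks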
# KLK5 inh: human KLK5 protease inhibitors, primary screen, biochemical, 1536-well. inhibition, % at 5 µM. AID 873, 2007. hit rate 0.59% among 210,000. Kallikrein-5 (Homo sapiens), Q9Y337. recombinant hK5, fluorogenic AMC substrate cleavage;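 active = inhibition of 40% or more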;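 note: 0% = enzyme controls without compound and 100% = no-enzyme blanks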
# Target sequence (Q9Y337 67-293 limits assumed): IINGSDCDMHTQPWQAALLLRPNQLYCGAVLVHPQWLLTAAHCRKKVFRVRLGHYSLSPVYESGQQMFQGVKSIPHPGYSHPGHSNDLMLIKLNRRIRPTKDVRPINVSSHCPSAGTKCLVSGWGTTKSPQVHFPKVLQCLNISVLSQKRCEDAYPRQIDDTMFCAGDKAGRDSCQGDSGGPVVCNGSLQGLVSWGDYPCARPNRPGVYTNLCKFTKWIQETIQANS
# FXIIa inh 1536: human FXIIa protease inhibitors, primary screen, biochemical, 1536-well; Coagulation factor XII (Homo sapiens), P00748; purified FXIIa, Boc-QGR-AMC fluorogenic substrate, 2 h; inhibition, % at 5 µM; hit rate 0.3% among 220,000; in the data active = inhibition above about 40%;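 note: 0% = enzyme with no compound and 100% = blank without enzyme; many of its hits are not listed in these tables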
# Wee1 degr inh: Wee1 degradation inhibitors, primary screen, cell-based, HeLa, Wee1K328M-luciferase, luminescence | Wee1-like protein kinase (Homo sapiens), P30291 | HeLa Luc-Wee1K328M stability; 100% = proteasome inhibitor MG132 effect | reporter increase, % at 5 µM | hit rate 1.2% among 220,000 | AID 1321, 2008;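 active = activation above the mean of all tested compounds plus 3 SD, set per screening run, cut at about 8.8% in these data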;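 note: cells exposed to compound for 20 h before luminescence read; 0% = DMSO alone and 100% = MG132 at 30 µM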
# Cl transport mod: KCC2 cotransporter modulators, thallium flux, primary screen, cell-based, HEK293 KCC2, FluoZin-2 fluorescence, MLSMR; Solute carrier family 12 member 5 (Homo sapiens), Q9H2X9; KCC2 cells, thallium flux FluoZin-2 fluorescence; B-score of Tl+ flux slope (higher = more flux/activation; lower = inhibition) at 10 µM; hit rate 2.2% among 190,000;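 active = thallium flux slope and its plate-corrected score both differing from the plate sample mean at a set confidence after two filtering rounds, in either direction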;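 note: slope of fluorescence scaled to starting intensity during 10 to 20 s after thallium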
# * marks the source's active call; other numbers are inactive results; nt = no result given; [ ] = dose if it differs, or a comment.
SMILES,Furin inhibitor,p97 inhibitor,PERK inhibitor,FXIa inh 1536,thrombin 1536,KLK5 inh,FXIIa inh 1536,Wee1 degr inh,Cl transport mod
O=C(CCc1nnc(C2CCCCC2)o1)N1CCCCC1CCn1cccn1 (stereo unspecified),-18,-8,-0.4,-5,-15,-2,6,-2,0.73
C/C(=N\O)c1ccc(Cl)cc1Cl,-12,7,1.2,-2,-3,-11,4,-2,-0.64
Nc1cc(=O)[nH]n1C1CCCCC1,-9,5,1.1,2,-8,0,7,-3,0.045
CCOC(=O)C1C(C(=O)Nc2cccc(C(F)(F)F)c2)C1C(=O)NC(C)C (stereo unspecified),-6,-6,0.7,39,19,53*,34,-2,0.95
CCOc1cccc(C(=O)Nc2ccc3oc(Cc4ccc(Cl)cc4)nc3c2)c1,-9[20 µM],3,-1.9,-4,4,-22,11,2,-0.059
Fc1ccc(CSc2nnc(-c3ccncc3)o2)cc1,-27,2,-0.8,-5,-4,-6,nt,0,-0.48
Cc1ccc(-c2c(C(=O)NC(C)C)oc(=O)c3ccccc23)cc1,-25,5,0.1,2,-3,-2,5,2,-1
Cc1ccccc1C(=O)NC(NCC1CCCO1)C(Cl)(Cl)Cl (stereo unspecified),-4[20 µM],2,0.2,7,1,0,14,-1,0.91
CC(=O)NC1=NN(C(C)=O)C(C)(CS(=O)(=O)c2ccc(Cl)cc2)S1 (stereo unspecified),-7[20 µM],0,1.2,7,2,0,15,-2,1.2
Cc1ccc(C(C(=O)NC2CCCC2)N(C(=O)Cc2cccs2)c2ccc(C)c(C)c2)o1 (stereo unspecified),-16[20 µM],1,0.0,15,12,15,14,1,nt
O=C(CCNC(=O)c1ccc(Br)o1)NCc1ccccn1,-29,5,1.4,2,0,-19,3,-1,0.47
O=C(COC(=O)CCN1C(=O)c2ccccc2C1=O)Nc1ccc(S(=O)(=O)N2CCCC2)cc1,-19,-4,0.3,-6,-2,-5,7,3,-1.2
Nc1n[nH]c2c1C1(CCCCC1)Cc1ccccc1-2,-18,1,0.7,4,5,-26,9,2,-1.3
O=C(N/N=C/c1ccc(N2CCOCC2)c([N+](=O)[O-])c1)c1ccc(F)cc1,2[20 µM],-4,0.2,-5,-5,4,10,2,-0.17
CC(C)(C)NCC(O)COc1ccccc1C(=O)CCc1ccccc1 (stereo unspecified),-17[20 µM],-5,-1.8,18,-1,-15,22,2,-0.66
C/C(=N\NC(=O)c1cc(Cl)ccc1O)c1ccc(Br)s1,-18,7,0.6,7,2,-13,8,1,15*
CCCCNC(=S)NNC(=O)c1csc2c1CCC(C)C2 (stereo unspecified),-18[20 µM],1,0.6,-6,-4,-220,4,-2,-0.76
COc1ccc(S(=O)(=O)N2CCC(C(=O)Nc3cccc(C(C)=O)c3)CC2)cc1C,-9[20 µM],3,-0.5,2,-1,1,12,-2,nt
COc1ccc(NC(=O)c2c[nH]n3c(=O)cc(C4CCN(C(=O)OC(C)(C)C)CC4)nc23)cc1Cl,-21,0,1.3,2,1,nt,9,-1,-0.12
CC1=CC(=C(C#N)C#N)C=C(C)N1CCN1CCN(C(=O)Nc2cccc(Cl)c2)CC1,-10,0,0.7,9,-12,-7,13,0,0.19
Cc1ccc(C)c(Nc2c(F)c(F)c(F)c(F)c2C(=O)O)c1,-32,2,0.5,8,-2,-5,-1,2,-0.95
COc1ccc(CCN(Cc2cc3cccc(C)c3n3nnnc23)C(=O)c2ccncc2)cc1OC,-25,-3,0.2,0,11,18,9,3,nt
O=S(=O)(Nc1ccc(Br)cn1)c1cccs1,-19,-3,1.2,-6,-9,-3,5,-3,-0.39
O=C(NCCCN1CCOCC1)c1ccc(CS(=O)(=O)c2ccc(Br)cc2)o1,-19,-1,0.5,-3,-12,-30,7,3,-0.41
O=C(Nc1ccc(F)cc1)c1sc(Cl)nc1-c1ccccc1,3,5,0.2,4,-7,-13,13,6,0.67
Cc1c(Cl)cccc1NC(=S)NCc1ccccc1Cl,-18,0,-0.2,1,-12,-18,5,1,0.49
COC(=O)CN(c1ccc(OC)cc1)S(=O)(=O)c1c(C)noc1C,-17,-8,-0.6,-12,0,-12,-14,-1,-0.036
CNC(=O)COC(=O)Cc1ccc(Cl)cc1,-17,4,0.2,-4,-10,-4,-1,-2,2.7
N#Cc1nc(COc2ccc(F)cc2)oc1NCCCn1ccnc1,-20,2,0.2,0,3,-21,0,-2,-0.5
CCc1cccc(NC(=O)c2cc(S(=O)(=O)N(C)C)ccc2N2CCCC2)c1,-19,4,-0.1,-1,0,0,9,0,-0.17

# Some of these compounds in order of their number in KLK5 inh, low to high:
SMILES | KLK5 inh
O=C(NCCCN1CCOCC1)c1ccc(CS(=O)(=O)c2ccc(Br)cc2)o1 | -30
N#Cc1nc(COc2ccc(F)cc2)oc1NCCCn1ccnc1 | -21
COC(=O)CN(c1ccc(OC)cc1)S(=O)(=O)c1c(C)noc1C | -12
Cc1ccc(C)c(Nc2c(F)c(F)c(F)c(F)c2C(=O)O)c1 | -5

# Remaining list, next part
SMILES,Furin inhibitor,p97 inhibitor,PERK inhibitor,FXIa inh 1536,thrombin 1536,KLK5 inh,FXIIa inh 1536,Wee1 degr inh,Cl transport mod
C=CCn1c(SCC(=O)Nc2c(C)cccc2C)nnc1-c1ccncc1,-10,-2,-0.5,-3,0,7,1,3,1.1
Cc1ccc(/C=C/C(=O)NCC2COc3ccccc3O2)o1 (stereo unspecified),-12,10,1.0,-11,-4,0,6,1,0.49
COc1cccc(N2CCN(C3CC(=O)N(c4ccc(Cl)cc4)C3=O)CC2)c1 (stereo unspecified),-7,-3,-0.6,7,-4,0,4,1,-0.3
Cn1nc(C(F)(F)F)c2cc(C(=O)Nc3ccc(Cl)cc3)sc21,-20,1,1.1,4,-3,-11,13,0,-0.19
O=c1c2ccccc2nc(SCc2cn3ccsc3n2)n1-c1ccccc1,-10,2,-1.3,-1,3,-12,20,-1,nt
COc1ccc(/C=N/Nc2nc(N)cc(Cl)n2)cc1OC,-13,6,0.9,5,-1,nt,14,3,0.67
O=S1(=O)CC(O)C(Nc2ccccc2Cl)C1 (stereo unspecified),-12,1,1.0,-1,3,-2,13,2,0.23
CN1CCc2c(n(CC(O)CN3C(=O)c4ccccc4S3(=O)=O)c3ccccc23)C1=O (stereo unspecified),-16,8,-0.2,-3,-2,1,-2,-3,0.7
O=C(c1cc2ccccc2c(=O)o1)N1CCCc2ccccc21,3,-1,0.3,-1,1,-42,6,-1,0.63
CC1CCCCN1CCNc1nc(=S)[nH]c2ccccc12 (stereo unspecified),-7,-2,-0.1,4,4,15,12,-2,nt

# Ordered by molar mass (lowest first): 4 of the compounds above
SMILES,Furin inhibitor,p97 inhibitor,PERK inhibitor,FXIa inh 1536,thrombin 1536,KLK5 inh,FXIIa inh 1536,Wee1 degr inh,Cl transport mod
CC1CCCCN1CCNc1nc(=S)[nH]c2ccccc12 (stereo unspecified),-7,-2,-0.1,4,4,15,12,-2,nt
Cc1ccc(-c2c(C(=O)NC(C)C)oc(=O)c3ccccc23)cc1,-25,5,0.1,2,-3,-2,5,2,-1
COc1ccc(CCN(Cc2cc3cccc(C)c3n3nnnc23)C(=O)c2ccncc2)cc1OC,-25,-3,0.2,0,11,18,9,3,nt
O=C(COC(=O)CCN1C(=O)c2ccccc2C1=O)Nc1ccc(S(=O)(=O)N2CCCC2)cc1,-19,-4,0.3,-6,-2,-5,7,3,-1.2

# More compounds follow.
SMILES,Furin inhibitor,p97 inhibitor,PERK inhibitor,FXIa inh 1536,thrombin 1536,KLK5 inh,FXIIa inh 1536,Wee1 degr inh,Cl transport mod
COC(=O)COc1ccc(S(=O)(=O)Nc2cc([N+](=O)[O-])ccc2C)cc1,-8,-6,-0.6,7,-7,3,11,4,-0.34
CCOC(=O)C(C)Sc1ncc(-c2ccccc2)cn1 (stereo unspecified),-24,1,1.3,-2,-12,-3,6,-2,-1.7
COc1ccccc1Oc1c(C)oc2c(CN3CCN(CCO)CC3)c(O)ccc2c1=O,-18,-2,0.4,-10,1,-7,3,1,nt
NNC(=O)c1ccc(Cn2cc(Cl)cn2)o1,-25,3,0.0,7,-4,1,4,-3,0.1
Cc1ncc([N+](=O)[O-])n1CCOC(=O)Nc1ccc(Cl)c(Cl)c1,-11[20 µM],1,1.1,3,2,-11,17,-1,0.58
N#CC1=C(N)Oc2n[nH]c(-c3ccccc3)c2C1c1cccnc1 (stereo unspecified),-12,6,1.5,5,-2,0,15,3,nt
O=C(Nc1ccc(OC(F)(F)F)cc1)Nc1cccc([N+](=O)[O-])c1,-13,6,0.2,10,-1,-3,13,17*,0.69
COC1=C(Nc2ccc(O)cc2)C(=O)c2ccccc2C1=O,-2,1,0.5,2,-10,-15,2,-1,1.5
O=C(CSc1ncnc2scc(-c3ccccc3)c12)N1CCN(Cc2ccc3c(c2)OCO3)CC1,-12,3,-0.5,-1,-12,-14,9,-2,0.62
Cc1ccc(SCCC(=O)N2CCOCC2)cc1,-23[20 µM],-2,0.8,4,-25,-1,-3,4,0.76
COc1ccc(-c2nn(C)c(=O)c3ccccc23)cc1CNS(C)(=O)=O,7[20 µM],6,-0.5,-7,-7,-3,-5,-1,-1.4
N#Cc1ccccc1OCC(=O)N1CCc2ccccc2C1,-19,8,1.2,0,-6,2,10,-3,-2.5
O=C(COC(=O)c1ccc2c(c1)OCO2)NCc1ccc(Cl)cc1,-6,-7,-0.7,-1,-4,-15,6,-1,-0.094
COC(=O)c1ccc(NC(=O)c2cnc3scc(C)n3c2=O)cc1,-17,7,1.0,-1,-4,-1,6,-2,-0.36
Cc1ccc2cccc(OC(=O)/C=C\c3ccccc3)c2n1,-17,-6,-0.5,-6,1,-23,2,1,-0.7
CCOC(=O)N1CCC(NS(=O)(=O)c2ccc(C)c(Cl)c2)CC1,-15,-3,1.6,-5,-5,0,0,6,0.011
O=C1NC(c2ccccc2)(C(F)(F)F)C(=O)N1Cc1cccnc1 (stereo unspecified),-15[20 µM],8,2.0,2,0,-7,-1,2,1.2
O=c1c2sc3nc(N4CCOCC4)c4c(c3c2ncn1-c1ccccc1)CCCC4,-13,-3,-0.2,-1,2,1,4,0,0.28

# High-throughput results deposited in PubChem BioAssay by several laboratories.
